Compound activity (PubChem)
P. falciparum M17LAP: P. falciparum M17LAP inhibitors, primary screen, biochemical, fluorogenic H-Leu-NHMec substrate, 1536-well (AID 1619). Leucine aminopeptidase (Plasmodium falciparum (isolate 3D7)). recombinant M17LAP, H-Leu-NHMec fluorogenic kinetic assay; higher % means a stronger effect. inhibition, % at 30 µM; hits with a dose series show IC50 in µM. hit rate 0.38% among 220,000;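 active = compound inhibiting the enzyme by more than half at any dose during confirmatory dose-response retesting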;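 also: plate controls were full reaction with DMSO carrier for no effect and no enzyme background for full effect; strong numbers were not always called active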
K1F lysis inhibition: inhibition of K1F phage lysis, E. coli UTI89, bacterial capsule biogenesis inhibitors, alamar blue (AID 488966). E. coli UTI89 K1F phage lysis, alamar blue, 2 h; higher % means a stronger effect. hit rate 0.02% among 340,000. inhibition, % at 100 µM, or IC50 in µM where a hit was titrated;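 active = phage lysis inhibition, versus mean bacterial control, above a set limit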;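 also: capsule biogenesis inhibitors block K1F phage lysis so surviving cells raise fluorescence; higher fluorescence means more inhibition of phage lysis; actives were called in the ten point dose series up to 300 µM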
MT stabilize HCS: microtubule stabilizers in HeLa cells, primary screen, imaging, high-content imaging; HeLa tubulin immunostaining HCS, 24 h; share of cells brighter than vehicle mean+2SD; hit rate 0.83% among 200,000; % tubulin-high responders, % at 10 µM; AID 2205, 2009;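 active = plate Z-score above 3 for both tubulin-high and condensed-nucleus cell shares, with cell loss under 80%, at 10 µM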;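 also: anti alpha tubulin signal scored within the nucleus-defined area of each cell; some results filed as inactive read as strong as hits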
ER stress rescue: rescue of cells from ER stress-induced death, primary screen, 384-well, CSM14.1, thapsigargin, ATP luminescence (AID 1222); CSM14.1 thapsigargin-induced death rescue, ATP luminescence; higher % means a stronger effect; one-dose cellular ATP content (survival), % at 20 µM; EC50 in µM for titrated hits; 190,000 tested, under 10 active;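 active = EC50 below 50 µM in the dose-response confirmation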;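 also: death triggered by thapsigargin at about 15 µM added after 2 h compound pretreatment; cell ATP read after overnight thapsigargin exposure of roughly 18 to 22 hours; normalized against plate controls of thapsigargin alone and 5% DMSO vehicle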
Dynein transport: inhibitors of GR-EGFP nuclear translocation, primary screen, dynein cargo transport inhibitor project, imaging, high-content, 3617.4 mouse cells; test concentration mostly 20 µM; stimulated with dexamethasone, 1 µM; active compounds read low; z-score, hits read low; hit rate 0.47% among 220,000; AID 1381, 2008;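 active = plate z-score of nuclear minus cytoplasmic receptor signal below a set negative limit, without overly bright fluorescence or cell loss, cut at about -3.5 in these data, passing the limit was not always enough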;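 also: z-score of nuclear minus cytoplasmic ring GR-EGFP intensity difference per well; some compounds called inactive have numbers as strong as hits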
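Schedule: 48 h induction, then 1 h compound, then 30 min agonist, 37 °C. Buffer or medium: tetracycline-free induction medium containing charcoal-stripped FBS. Reagent: 1.0 µM final dexamethasone stimulus. Evaluation: nuclear versus cytoplasmic GR-EGFP signal, averaged per well. Signal: high-content fluorescence imaging after fixation.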
bCat nuc transl: modulators of beta-catenin nuclear translocation, primary screen, imaging, HeLa cells, immunofluorescence, high-content; nuclear translocation activity, % at 5 µM; hit rate 0.3% among 190,000;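 active = nuclear translocation activity above 50% at 5 µM, with a well cell count of 50 or more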;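 also: per-cell ratio of nuclear to cytoplasmic median beta-catenin stain intensity; plate controls were DMSO negative control for no effect and GSK-3 inhibitor IX positive control for full effect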
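Test system: human HeLa cell line; Doses: 5 µM primary, 0.02–20 µM confirmation; Incubation: 24 h compound exposure, 37°C; Detection: beta-catenin immunofluorescence imaging with DAPI; Read-out: beta-catenin nuclear/cytoplasmic ratio, % activation.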
Autophagy mod: autophagy modulators in MEF cells, primary screen, imaging, high-content, MEF GFP-LC3; hit rate 0.98% among 190,000; MEF GFP-LC3 puncta imaging; test concentration mostly 10 µM; calls only at 10 µM (by protocol);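 active = percentage of spot-positive cells more than 3 SD above its plate mean, without a fluorescence outlier flag or 80% toxicity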;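 also: spot-positive cell cutoff set from DMSO-treated cells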
M1AAP inhibition: P. falciparum M1AAP inhibitors, biochemical, fluorogenic H-Leu-NHMec substrate, 1536-well (AID 1445); recombinant M1AAP, H-Leu-NHMec fluorogenic kinetic assay; higher % means a stronger effect; Aminopeptidase N (Plasmodium falciparum (isolate 3D7)); inhibition, % at 30 µM, or IC50 in µM where a hit was titrated; hit rate 0.42% among 220,000;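 active = primary inhibition above the hit cutoff, then over 50% inhibition at one or more dose response concentrations, cut at about 23% in these data, passing the limit was not always enough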;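 also: plate controls were DMSO full reaction for no effect and no enzyme background for full effect; strong numbers were not always called active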
Insulin prom up: insulin promoter activators in MIN6 cells, imaging, high-content screening, mouse beta cells. MIN6 insulin promoter-GFP reporter; active compounds read high. z-score at 5 µM. hit rate 0.3% among 190,000;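 active = z-score above 3 at 5 µM with at least 500 cells counted in the well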
Dynein transport cytoplasmic EGFP: also measured in Dynein transport; calls as there; z-score; measured here: cytoplasmic GR-EGFP intensity; active compounds read high
Dynein transport nuclear GR-EGFP: also measured in Dynein transport; calls as there; z-score; measured here: nuclear GR-EGFP intensity;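 lower value marks the stronger effect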
Dynein transport cell count: further read-out of Dynein transport, marked with its call; z-score; measured here: cell count per field
Insulin prom up cell count: further read-out of Insulin prom up, marked with its call; cell count; measured here: cytotoxicity, nuclei count;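 total cells summed across four imaged fields per well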
bCat nuc transl cell count 5 µM: second read-out of bCat nuc transl, no call of its own (marks repeat the call); cell count; measured here: cell count, cytotoxicity flag
MT stabilize HCS Hoechst-high %: second read-out of MT stabilize HCS, no call of its own (marks repeat the call); % Hoechst-high responders; measured here: nuclear condensation Hoechst responders;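 share of cells brighter than vehicle mean plus two SD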
MT stabilize HCS cytotoxicity %: also measured in MT stabilize HCS; calls as there; toxicity, %; measured here: cytotoxicity by cell density;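 0% = mean cell density of plate MIN control wells and 100% = no cells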
Autophagy mod cell loss 18 h: also measured in Autophagy mod; calls as there; toxicity, %; measured here: cell loss, nuclei count;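 cell loss after 18 h compound exposure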
* marks the source's active call; other numbers are inactive results; i = inactive; . = no result given; [ ] = remark or other dose.

Each structure is followed by: Autophagy mod	MT stabilize HCS Hoechst-high %	K1F lysis inhibition	Dynein transport nuclear GR-EGFP	P. falciparum M17LAP	M1AAP inhibition	MT stabilize HCS	Dynein transport cell count	ER stress rescue	Dynein transport cytoplasmic EGFP	Insulin prom up	bCat nuc transl cell count 5 µM	Dynein transport	Insulin prom up cell count	MT stabilize HCS cytotoxicity %	Autophagy mod cell loss 18 h	bCat nuc transl
Brc1ccc(-c2cn3ccccc3n2)cc1
 : .	.	0.0%	0.31	-5%	4%	.	0.075	.	0.35	0.27	1310	0.65	1387	.	.	-0.1
CCN1CCN(Cc2ccc(NC(=O)c3cc(NC(=O)N4CCNC4=O)cc(OC)c3)cc2C(F)(F)F)CC1
 : .	.	0.3%	0.16	4%	4%	.	-0.16	.	-0.8	-0.69	1279	0.29	844	.	.	0.4
CC(O)CN(Cc1cccc(Cl)c1)CC(C)O (stereo unspecified)
 : i	1.5	5.6%	0.47	2%	-4%	3.5	-2.4	-0.1%	-0.0043	0.39	1086	1.5	1291	7.5	8	-0.7
COC(=O)c1ccc(C2c3c(oc4ccc(F)cc4c3=O)C(=O)N2CCO)cc1 (stereo unspecified)
 : i	2.8	0.1%	0.4	6%	12%	3.8	0.017	-1.4%	-0.079	0.53	765	0.16	1303	11	6	-0.3
COc1ccc(CC(=O)Nc2nnc(-c3cccc([N+](=O)[O-])c3)s2)cc1
 : i	1.7	0.9%	0.45	9%	2%	2.9	0.44	-3.6%	-0.014	0.39	523	-0.42	1319	6.9	15	-1.8
CCC(C)N1C(=O)CCC1C(=O)O (stereo unspecified)
 : i	4.5	-0.7%	0.51	4%	12%	3.9	-0.041	-0.9%	-0.17	-0.39	1184	1.3	887	14	8	-0.2
O=C(O)c1cc2cccc(S(=O)(=O)N3CCOCC3)c2cc1O
 : i	2.3	2.9%	0.12	-9%	3%	4.0	0.64	-2.7%	-0.19	0.32	1155	-0.46	1148	1.9	-2	-0.4
Cn1c(=O)oc2cc(S(=O)(=O)NCCN3CCN(c4ccccc4F)CC3)ccc21
 : i	2.0	1.4%	0.22	-2%	0%	3.1	-0.84	-0.9%	-0.008	0.21	1166	0.23	987	11	-4	0.2
O=C(COc1ccccc1)NNC(=O)c1cc2ccccc2o1
 : i	3.1	0.2%	0.45	-4%	6%	4.7	-0.78	2.6%	-0.12	0.61	589	0.89	1365	8.5	-7	-5.4
NC(=O)CSc1nc2ccccc2n1Cc1ccccc1F
 : i	1.9	0.4%	0.68	1%	12%	3.5	0.32	-2.2%	-0.23	0.6	.	0.51	1297	2.4	0	.
CCN(CC)C(=O)CSc1nnc(-c2cc(-c3ccc(Cl)cc3)nc3ccccc23)o1
 : i	3.8	-0.1%[50 µM]	-0.68	10%	9%	3.0	0.45	-3.1%	-0.3	-0.15	.	-0.73	1275	7.7	6	.
CC(C)(C)C(=O)Nc1nnc(Cc2ccccc2)s1
 : i	1.3	3.4%	0.033	27%	13%	2.6	-0.6	2.5%	-0.19	.	517	-0.6	.	5.7	29	2.4
CCc1ccc(NC(=O)c2noc(C(C)C)c2[N+](=O)[O-])cc1
 : i	1.9	-0.1%	-0.23	-6%	2%	2.8	0.35	-14%	-0.26	0.2	1190	-0.65	1319	7.1	28	0.2
Cc1cc(C)nc(SCc2nnc(SCC(=O)Nc3nccs3)n2C)n1
 : i	2.6	0.8%	-0.32	-2%	6%	2.8	2.5	-1.0%	-0.25	0.4	1180	-0.74	1219	5.3	14	-1.5
COC(=O)c1ccc(=O)c2nc3/c(=C/O)c(O)cc(=O)c3[nH]c12
 : .	.	-0.3%	0.14	51%	-3%	.	0.57	.	-0.28	.	1316	-0.55	.	.	.	-0.2
O=C(CSc1nnc(-c2ccncc2)n1Cc1ccccc1)NC1CCCc2ccccc21 (stereo unspecified)
 : i	3.0	4.7%	0.47	5%	9%	1.7	-0.81	-1.1%	-0.23	-0.06	525	0.32	1328	10	10	-1.2
CC1(C)CC(=O)C2=C(C1)NC1=C(C(=O)c3ccccc31)C2c1ccccc1 (stereo unspecified)
 : i	2.0	1.7%[50 µM]	0.23	-2%	4%	4.4	-0.69	-0.2%	-0.24	.	1058	0.19	.	11	5	-1.3
CCN(CC)S(=O)(=O)c1cc(C(=O)Oc2cccc(-c3cnc4ccccc4n3)c2)ccc1OC
 : i	2.8	5.1%	-0.17	3%	3%	1.6	0.68	-1.2%	-0.2	0.5	818	-0.23	1384	15	-12	1.1
O=S1(=O)NC(=NC2CCCCCC2)c2ccccc21
 : i	2.0	6.3%	0.2	-3%	9%	3.9	0.53	-2.5%	-0.24	0.45	891	0.5	1279	5.5	0	0.4
CCCCOCCCNC(=O)COc1ccccc1
 : i	2.1	1.7%	0.83	6%	10%	1.9	0.14	.	-0.25	0.35	1150	1	1219	8.9	-3	0.3
CCOc1ccccc1C1C(C(=O)OC)=CN(C)C=C1C(=O)OC
 : i	3.3	0.4%	0.023	-467%	19%	5.4	-0.0029	0.9%	-0.18	0.54	957	-0.45	1551	1.5	-7	-3.7
CCOC(=O)C1CCN(CC(O)COc2ccc(C(=O)CC)cc2)CC1 (stereo unspecified)
 : i	2.3	0.2%	0.59	-1%	2%	3.6	0.57	-2.8%	-0.25	0.15	947	0.89	1958	12	0	1.1
CCN(CC)C(=O)CSc1nnc([C@H](CCSC)NC(=O)OC(C)(C)C)o1
 : i	2.0	0.1%	-0.23	10%	1%	4.5	0.092	-2.8%	-0.12	-0.2	746	-0.7	1409	8.8	-21	-2.0
Cc1nc(/N=C(\N)NC(=O)NC2CCCCC2)nc2ccccc12
 : .	.	-0.1%	0.58	0%	0%	.	-0.68	.	-0.24	-1.1	1122	0.81	647	.	.	12
O=C(Cn1c(NCCCO)nc2ccccc21)c1cccs1
 : i	4.6	0.1%	-0.018	.	.	2.3	-0.14	.	-0.032	.	.	-0.36	.	6.5	2	.
COC(=O)c1ccc(OCC(=O)Nc2ccsc2C(=O)OC)cc1
 : i	2.1	i	0.5	2%	4%	4.2	-0.039	0.2%	-0.27	-0.08	1562	-0.1	1421	4.1	7	-0.1
Cc1cc(OCCN2CCCC2)ccc1[N+](=O)[O-]
 : i	2.2	-0.2%	-0.7	3%	3%	2.0	0.59	-1.6%	0.55	0.19	1002	-0.96	1339	4.5	6	-0.6
CC(C)NC(=O)C1CC=CCC1C(=O)O (stereo unspecified)
 : i	2.0	0.1%	0.26	4%	9%	2.6	-0.38	7.1%	-0.2	0.03	496	0.19	1316	1.0	2	1.2
COC(=O)CCSc1cc([N+](=O)[O-])cc2c1c(C1OCCS1)nn2-c1ccccc1 (stereo unspecified)
 : i	1.6	1.8%	-0.24	4%	6%	1.9	-0.37	0.0%	0.55	-0.31	1351	-1.1	1474	6.8	-4	-1.9
CCn1c(C)nc2cc(C(=O)NNC(=O)CCC3CCCCC3)ccc21
 : i	2.2	0.1%[50 µM]	0.046	-14%	-14%	3.7	-1.2	0.0%	-0.16	0.93	1060	0.61	1478	5.4	-9	-1.3

Other results
Each structure is followed by: Autophagy mod	MT stabilize HCS Hoechst-high %	K1F lysis inhibition	Dynein transport nuclear GR-EGFP	P. falciparum M17LAP	M1AAP inhibition	MT stabilize HCS	Dynein transport cell count	ER stress rescue	Dynein transport cytoplasmic EGFP	Insulin prom up	bCat nuc transl cell count 5 µM	Dynein transport	Insulin prom up cell count	MT stabilize HCS cytotoxicity %	Autophagy mod cell loss 18 h	bCat nuc transl
CCc1ccccc1NC(=O)CN(C)S(=O)(=O)c1ccc2c(c1)c(=O)n(C)c(=O)n2C
 : i	3.9	-1.0%	-0.47	5%	5%	2.9	0.25	-2.8%	-0.25	-1.7	1150	-0.83	1113	5.7	2	2.1
CCn1c(-c2ccc(N)cc2)nc2ccccc21
 : i	2.1	-3.8%	-0.41	-3%	8%	5.7	0.12	0.6%	-0.18	-0.47	.	-0.72	1028	5.0	-1	.
C=C(C)CSc1nnc([C@H](CCSC)NC(=O)OC(C)(C)C)o1
 : i	1.4	-0.1%	0.12	14%	3%	0.5	-0.26	-1.1%	0.25	1.5	1184	0.56	830	8.6	-5	-1.5
O=C(O)c1cc(-c2ccc(O)cc2)on1
 : i	0.6	0.0%	0.82	7%	1%	1.4	-0.43	0.2%	-0.29	-0.17	1016	0.72	1493	5.2	-6	-0.5
